PME-1 inh: PME-1 (human) inhibition | recombinant PME-1, FP-Rh probe fluorescence polarization | inhibition, % at 5.9 µM | 0.53% of 320,000 active;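 active = inhibition above the campaign mean of all compounds plus 3 SD, cut at about 26% in these data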;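 note: competitive labeling of PME-1 active site by serine hydrolase directed probe; 0% = PME-1 with DMSO and 100% = wells lacking PME-1 enzyme; inhibitors block probe labeling so polarization falls and inhibition rises; many of its hits are not listed in these tables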
pPAFAH FP inh: pPAFAH (human) enzyme inhibition; Q13093; recombinant pPAFAH, FP-rhodamine probe fluorescence polarization; inhibition, % at 3.39 µM; 1.5% of 330,000 active; AID 463082;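 active = inhibition above the mean inhibition across the screen plus 3 SD, cut at about 25% in these data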;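 note: inhibitors block binding of the rhodamine activity-based probe so polarization drops; 0% = enzyme with DMSO and 100% = wells lacking pPAFAH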
MCL1 BIM primary: MCL1-BIM-BH3 interaction inhibition (human); inhibition, % at 10.9 µM; GST-MCL1 / FITC-Bim-BH3 fluorescence polarization; 0.68% of 320,000 active;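 active = inhibition above the mean inhibition of all tested compounds plus 3 SD, set per campaign, cut at about 40% in these data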;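 note: 0% = DMSO wells and 100% = unlabeled Bim-BH3 peptide control; higher means more loss of mP so more displacement of Bim peptide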
PAFAH1B2 FP inh: inhibitors of human PAFAH1B2 | P68402 | recombinant PAFAH1B2, FP-rhodamine activity probe, fluorescence polarization | inhibition, % at 3.39 µM | 1.2% of 340,000 active;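 active = inhibition above the mean of all tested compounds plus 3 SD, cut at about 24% in these data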;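 note: 0% = enzyme with DMSO and 100% = wells lacking PAFAH1B2; many of its hits are not listed in these tables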
Fam108B inh: counter-screen for RBBP9 inhibitors: inhibitors of mouse Fam108B; AID 1947; 0.33% of 300,000 active; inhibition, % at 9.51 µM; recombinant Fam108B, FP-Rh probe fluorescence polarization;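 active = inhibition above the screen mean inhibition plus 3 SD, computed separately per campaign, cut at about 18% in these data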;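 note: inhibitors lower polarization as less probe binds the enzyme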
AHR act: activates the human aryl hydrocarbon receptor; activation, % at 5 µM; AHR-responsive luciferase reporter cells, luminescence; AID 2796; 2.5% of 320,000 active; in the data active = activation above about 47%;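 note: 0% = vehicle wells and 100% = reference agonist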
Target sequence (P35869 whole entry, looked up): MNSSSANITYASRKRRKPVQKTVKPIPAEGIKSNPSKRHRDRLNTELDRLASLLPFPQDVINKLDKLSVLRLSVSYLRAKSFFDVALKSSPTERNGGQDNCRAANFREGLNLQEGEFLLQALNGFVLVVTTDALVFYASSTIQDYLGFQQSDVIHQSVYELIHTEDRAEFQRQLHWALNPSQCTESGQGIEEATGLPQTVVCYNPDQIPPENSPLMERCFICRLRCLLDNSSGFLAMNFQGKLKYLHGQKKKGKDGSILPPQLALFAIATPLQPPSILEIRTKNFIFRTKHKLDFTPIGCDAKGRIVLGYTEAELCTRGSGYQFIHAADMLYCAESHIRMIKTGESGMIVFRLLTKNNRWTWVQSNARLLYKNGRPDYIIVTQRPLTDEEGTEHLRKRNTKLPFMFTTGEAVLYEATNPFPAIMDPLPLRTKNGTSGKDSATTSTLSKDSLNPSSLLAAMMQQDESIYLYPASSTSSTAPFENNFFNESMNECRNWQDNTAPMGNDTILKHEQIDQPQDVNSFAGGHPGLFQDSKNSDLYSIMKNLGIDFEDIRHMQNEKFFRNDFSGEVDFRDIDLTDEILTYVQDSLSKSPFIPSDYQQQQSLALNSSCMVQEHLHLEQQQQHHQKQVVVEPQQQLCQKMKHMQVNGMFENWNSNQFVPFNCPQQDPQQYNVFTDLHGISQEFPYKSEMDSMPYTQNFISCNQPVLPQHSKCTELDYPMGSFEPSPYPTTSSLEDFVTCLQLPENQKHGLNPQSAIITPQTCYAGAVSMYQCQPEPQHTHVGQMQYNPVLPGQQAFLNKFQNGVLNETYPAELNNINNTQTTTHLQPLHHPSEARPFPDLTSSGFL
Bcl-xL primary: blocks human Bcl-xL binding to Bim BH3 peptide. 0.7% of 320,000 active. Q07817. inhibition, % at 10.9 µM. GST-Bcl-xL / FITC-Bim BH3 peptide fluorescence polarization. AID 2129;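 active = inhibition above the mean of all tested compounds plus 3 SD, cutoff set per campaign, cut at about 30% in these data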;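 note: 0% = DMSO wells and 100% = unlabeled Bim-BH3 peptide competitor; inhibitors lower millipolarization by displacing the labeled peptide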
GLD-1 TGE inh: GLD-1-TGE RNA interaction inhibition (C. elegans). Q17339. purified GLD-1 + fluorescein TGE RNA, fluorescence polarization. inhibition, % at 5.96 µM. 0.44% of 320,000 active;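 active = percent inhibition above a per-plate cutoff, the plate mean of test compounds plus 3 SD, cut at about 30% in these data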;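 note: 0% = DMSO wells with GLD-1 and probe and 100% = wells lacking GLD-1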
MEX-5 binding: C. elegans MEX-5 TCR-2 RNA binding activity; Q9XUB2; MEX-5/FITC-TCR2 RNA binding, fluorescence polarization; stronger effect = lower value; activity score (negative = inhibition of binding), % at 10 µM; 0.38% of 300,000 active; AID 1832;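 active = inhibition past about -25% in most replicates, and total fluorescence under double the plate's negative control median, limit read from the data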;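 note: 0% = DMSO and -100% = 5 µM competing unlabeled TCR2 RNA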
* marks the source's active call; other numbers are inactive results; . = not tested or not shown.

#	SMILES	Fam108B inh	GLD-1 TGE inh	MCL1 BIM primary	PME-1 inh	pPAFAH FP inh	PAFAH1B2 FP inh	MEX-5 binding	Bcl-xL primary	AHR act
1	COc1ccc(C2N(C(=O)CN3CCOCC3)CCN2S(=O)(=O)c2ccccc2)cc1 (configuration not stated)	1.7	1.7	-5.8	3.0	4.7	1.8	.	-2.0	0.8
2	COc1cccc(/C=N/N2C(=O)CSC2=S)c1O	10.8	-12.9	37.2	5.5	16.6	4.2	1.6	17.6	5.7
3	COc1ccccc1-c1nnc(Sc2nc([N+](=O)[O-])nn2C)o1	-2.9	-0.2	-7.4	-4.9	5.3	3.2	-0.2	-1.1	11.3
4	CCOC(=O)c1c(NC(=O)c2cc(C)oc2C)sc(C(=O)Nc2ccc(Cl)cc2)c1C	-6.2	-1.4	-8.2	-5.0	-2.7	0.1	-0.6	-3.6	38.9
5	Cc1c2n(c3ccccc13)CCN(C)C2	-2.6	-1.4	3.1	1.1	-0.3	2.4	-0.1	6.9	17.6
6	COc1ccccc1CCNC(=O)c1ccc(NC(=O)CC2SC(N3CCCCC3)=NC2=O)cc1 (configuration not stated)	.	-0.7	5.4	3.9	-0.2	0.3	.	1.8	13.7
7	CCCC(=O)C1=C(O)C(c2cccc(Oc3ccccc3)c2)CCC1=O (configuration not stated)	0.4	-1.5	-3.3	0.1	0.6	5.3	1.2	5.0	-0.1
8	Cc1nc(NC(=O)CSc2nnc(-c3ccncc3)n2C)sc1C	-0.3	7.8	-4.5	-3.5	-9.1	6.5	3.0	-3.3	1.8
9	CN1CCCC1CCNc1ccc2oc3ccccc3c(=O)c2c1 (configuration not stated)	-1.5	6.2	35.1	5.2	6.3	.	-5.5	27.3	-0.8
10	N#Cc1nc(-c2cccs2)oc1N1CCN(Cc2ccccc2)CC1	2.7	0.0	-1.6	9.0	6.1	-1.3	4.5	4.2	-2.6
11	c1ccc(Nc2cc(Nc3ccccc3)[nH]n2)cc1	3.3	-0.1	8.1	7.4	2.4	6.0	-4.8	9.8	69.6*
12	O=C(Nc1nccs1)C(c1ccccc1)N1CCCCC1 (configuration not stated)	3.2	2.0	9.3	-0.4	-0.7	-0.1	-0.3	4.9	-1.0
13	COCCCn1c(SCC(=O)n2c(C)c(C)c3ccccc32)nnc1-c1ccoc1C	1.0	6.7	9.6	-4.7	7.7	2.3	0.2	6.0	17.5
14	CC(CC(=O)O)CC(=O)Nc1ccccc1C(=O)O (configuration not stated)	6.0	5.8	7.7	6.9	3.9	3.8	1.1	5.9	-2.9
15	COCCNc1nc2c(c(=O)n(Cc3ccccc3F)c(=O)n2C)n1C	1.8	5.2	-0.5	3.7	-1.9	1.1	1.0	4.9	-0.5
16	C=CCOc1nc2c(c(=O)n(C)c(=O)n2C)n1Cc1ccc(Cl)cc1	-6.7	2.8	4.0	1.8	-5.0	3.3	2.1	2.2	5.1
17	CC(C)C[C@@H](CO)N1CCN(Cc2ccc([N+](=O)[O-])cc2)CCC1=O	0.8	-1.2	-1.1	0.7	-0.1	2.8	2.8	-3.2	1.0
18	CCN(Cc1ccncc1)C(=O)c1cc(COc2ccc(C)c(C)c2)on1	-1.2	1.7	-5.2	4.8	5.4	0.9	0.1	0.5	-2.7
19	CCC(CC)C(=O)c1c[nH]c(C(=O)NCc2ccco2)c1	-4.3	2.2	2.8	-5.8	0.1	-0.6	-1.4	4.9	1.7
20	CC1Cc2cc(-c3csc(NC(=O)Cc4cccs4)n3)ccc2N1S(C)(=O)=O (configuration not stated)	-14.5	5.7	0.4	-21.8	6.9	3.0	.	-2.1	-10.2
21	O=C(NNC(=O)c1ccc(Cl)c([N+](=O)[O-])c1)c1ccncc1	0.4	6.0	5.1	-3.5	-2.3	7.5	-6.7	2.8	3.5
22	CC(=O)Oc1ccc2c(=O)c(-c3ccccc3)coc2c1	-0.7	-0.8	-7.7	-2.3	2.7	3.6	1.1	1.9	3.4
23	CC(C)Cn1c(-c2cc([N+](=O)[O-])ccc2Cl)nc2c1c(=O)[nH]c(=O)n2Cc1ccccc1	-6.1	4.1	-6.7	10.5	25.3*	2.3	-0.1	-3.7	-0.7
24	CCN(CC)c1ccc(/C=N/NC(=S)NCc2ccccc2)cc1	7.2	7.2	0.1	7.9	5.0	5.8	-0.5	6.0	8.6
25	O=C(c1cc(F)c(F)c(F)c1F)N1CCN(C(=O)C2CCCO2)CC1 (configuration not stated)	.	0.1	.	.	1.7	4.1	.	.	-1.4
26	CC(=O)O/N=C/c1c(N2CCOCC2)n(C)c2ccccc12	-3.4	3.1	6.5	3.2	1.1	4.0	-0.2	2.8	7.1
27	COc1ccc(-c2nn(-c3ccccc3)cc2C(=O)NC2CCC(C)CC2)cc1 (configuration not stated)	0.3	6.8	-3.6	-0.5	5.4	-0.2	1.3	1.1	3.7
28	COc1ccc(/C=N/NC(=S)Nc2ccccc2)cc1COc1cccc(C)c1C	0.7	3.2	5.6	0.3	4.0	6.5	1.2	5.7	5.9
29	CCOC(=O)Cn1nc(-c2ccc(F)cc2)oc1=O	-6.1	4.0	4.2	1.8	4.1	4.6	-1.2	8.9	1.3
30	NS(=O)(=O)c1ccc(CCNC(=O)CCCNC(=O)c2ccc(Cl)cc2)cc1	1.9	-1.8	-0.8	-5.6	0.4	-3.2	-0.3	2.9	1.7
31	Cc1nc(C)c(C(=O)Nc2cccc(Cl)c2)o1	4.8	-2.4	5.2	1.9	7.8	3.0	0.8	3.6	42.8
32	CC(C)(C)OC(=O)N/N=C\c1cccnc1	3.0	2.5	-0.1	-1.4	1.9	7.6	0.3	0.7	8.1
33	CCCCNC(=O)CNC(=O)c1nn(-c2ccc(OC)cc2OC)c(=O)c2ccccc12	4.2	-8.0	-2.8	6.9	2.2	0.9	-0.3	4.4	-0.1
34	O=C1CC(O)(C(F)F)Oc2ccc3ccccc3c21 (configuration not stated)	4.8	4.0	-3.6	-4.5	2.5	1.0	3.4	3.1	30.9
35	Cc1ccc(COCCN2CCN(S(=O)(=O)c3ccc(C)cc3)CCC2=O)cc1	-4.6	7.3	-1.2	4.1	20.2	5.3	1.3	6.0	-0.6
36	CN(C)CCCNC(=O)C1(O)c2cc(Br)ccc2NC(=O)N1c1c(F)cccc1F (configuration not stated)	5.4	1.3	-10.1	-7.0	-1.6	6.0	-0.7	-2.6	1.6
37	O=C(CSc1nncn1-c1ccccc1)Nc1ccc(N2CCOCC2)cc1	4.6	0.1	-6.0	-5.0	8.6	7.9	0.8	-1.3	24.4
38	COc1ccc(-c2csc(NC(C)c3nc4cc(Cl)c(Cl)cc4n3CCCO)n2)cc1 (configuration not stated)	3.6	-0.6	5.1	0.0	11.3	0.1	0.8	3.6	12.4
39	COC(=O)Nc1sc2c(c1C(=O)NCc1ccco1)CCC2	4.2	1.1	-4.9	1.6	9.7	3.2	1.4	0.3	14.1
40	CCOC(=O)Cc1csc(NC(=O)c2cc(OC)cc(OC)c2)n1	-2.9	-7.2	-1.4	-2.3	2.7	4.6	0.1	5.1	20.3
41	O=C(CCCCCN1C(=O)c2cccc3cccc(c23)C1=O)NCCCO	3.4	-4.2	-1.0	2.2	-1.3	3.4	0.1	2.7	-7.6
42	CC(OC(=O)c1ccc2noc(-c3ccccc3)c2c1)C(N)=O (configuration not stated)	-2.6	7.0	-8.2	-0.9	-1.9	3.6	-5.3	2.5	13.0
43	COc1ccc(/C=C(\NC(=O)c2ccccc2)C(=O)NCc2cccnc2)cc1	3.5	3.5	1.7	-12.7	7.2	2.8	-0.2	-1.4	6.4
44	O=C(NC1CCCCC1)C(c1ccc2ncccc2c1)N(Cc1cccs1)C(=O)c1cccs1 (configuration not stated)	-1.3	0.1	0.2	3.4	0.5	4.4	2.5	-2.3	-5.7
45	CCOC(=O)N1CCN(C(=O)C2CCN(S(=O)(=O)c3ccc(F)cc3)CC2)CC1	2.2	6.9	1.9	9.0	-1.7	5.5	1.2	4.1	8.9
46	O=C(CNS(=O)(=O)c1ccccc1)OCC(=O)c1c[nH]c2ccccc12	.	1.2	-6.1	-6.4	-4.0	-0.3	.	-1.7	47.4*
47	CC(=O)OCc1c(COC(C)=O)[n+](=O)c2ccccc2n1[O-]	3.2	-4.8	5.0	5.8	-0.4	1.2	-0.6	4.7	6.2
48	COc1cccc(CN2CCC(C(=O)N3CCN(Cc4ccc5c(c4)OCO5)CC3)CC2)c1	-2.3	-6.1	-4.2	5.5	3.2	-5.2	-0.2	-1.1	-0.3
49	CN(CCC#N)C(=O)Cn1nc(Cc2ccncc2)c2ccccc2c1=O	-7.2	-3.6	-3.2	3.6	6.2	1.9	-0.9	2.9	0.6
50	CCOc1cc(C(=S)N2CCOCC2)ccc1O	-3.0	1.9	10.2	1.8	3.6	0.8	3.4	4.3	-0.8
51	CC(=O)Nc1ccc(C(=O)OCC(=O)c2ccc(C)c([N+](=O)[O-])c2)cc1	-5.3	-5.5	-7.7	-6.6	-7.8	-1.9	1.2	-0.3	7.9
52	COc1cccc2cc(C(N)=O)/c(=N/NC(=O)COc3ccc(Cl)cc3)oc12	-3.4	0.5	5.1	3.5	0.8	.	-0.4	3.1	0.5
53	O=C(NCc1ccccc1)C1=C[C@H](c2coc3ccccc3c2=O)C[C@H](OCc2ccc(CO)cc2)O1	7.9	2.3	1.3	2.0	0.0	1.5	-4.6	-2.9	1.7
54	O=C(NCC1CCCO1)c1ccc(Cl)c(S(=O)(=O)N2CCCCC2)c1 (configuration not stated)	-2.0	3.0	1.6	3.6	0.7	-1.5	0.1	8.9	-2.2
55	COc1ccc2c(c1O)-c1ccccc1CCN(C)C2	-1.2	4.0	0.3	-6.1	-5.3	5.6	2.7	0.9	-0.7
56	COc1ccc(C(C(=O)NC2CCCCC2)N(Cc2cccs2)C(=O)Cc2c[nH]c3ccccc23)cc1 (configuration not stated)	-0.4	-0.9	-0.3	-0.5	-0.1	10.6	2.5	5.0	1.2
57	Cc1cc(N2CCN(c3cccc(C(F)(F)F)c3)CC2)n2ncnc2n1	1.3	2.7	-4.2	-3.6	1.0	3.4	1.7	0.9	-2.5
58	COc1ccc(/C=C/C(=O)NC(=S)NN2CCCCC2c2cccnc2)cc1 (configuration not stated)	1.1	7.1	-3.9	1.5	1.6	2.0	-2.7	1.7	-5.8
59	N#Cc1ccc(CSc2nc(N)cc(N)n2)cc1	-2.0	5.8	1.3	2.1	-5.9	13.8	-1.5	4.5	2.1
60	CC1(NC(=O)c2cccc(S(=O)(=O)N3CCN(c4ccc(F)cc4)CC3)c2)CCS(=O)(=O)C1 (configuration not stated)	-4.8	5.4	-0.3	0.5	-1.2	2.7	-0.3	-3.7	3.9
61	COc1ccc(C(=O)OCC(=O)c2ccc(Br)s2)c(OC)c1	-2.0	3.9	-4.7	-1.7	6.1	-0.6	-2.3	1.2	2.1

Assay outcomes: PubChem BioAssay, several laboratories

Only part of the results is shown; rates above refer to the full screens.
